CHOP inh: inhibitors of CHOP promoter induction, primary screen, cell-based, unfolded protein response, luciferase reporter; CHO-K1 CHOP-promoter luciferase, tunicamycin-induced, 15-18 h; AID 2732, 2010; inhibition, % at 10 µM; hit rate 3.8% among 220,000;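 active = compounds that reduced the stress-induced luciferase reporter signal by more than about 70% of percent inhibition, limit read from the data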;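 also: 0% = tunicamycin plus vehicle and 100% = wells without tunicamycin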
Ba/F3 V617F tox: reduced viability of JAK2V617F-dependent Ba/F3 cells, primary screen, JAK2V617F inhibitor project, cell-based, Ba/F3 EpoR-JAK2V617F, luminescence; ATP luminescence; inhibition, % at 5.6 µM; hit rate 1.1% among 220,000; AID 1446, 2008;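 active = inhibition above the campaign mean plus 3 SD over all tested compounds, cut at about 24% in these data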;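 also: cytokine-independent growth of Ba/F3 cells driven by EpoR plus mutant JAK2; 0% = DMSO-treated cells and 100% = JAK inhibitor I control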
BaF3 parental: parental Ba/F3 cell viability inhibition, counter-screen for JAK2V617F inhibitor project, murine pro-B, CellTiter-Glo luminescence; CellTiter-Glo ATP luminescence; inhibition, % at 5.6 µM; hit rate 1.1% among 220,000;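 active = inhibition above a per-campaign cutoff, the mean inhibition of all tested compounds plus 3 SD, cut at about 27% in these data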;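 also: 0% = DMSO wells and 100% = JAK Inhibitor I control wells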
p47phox inh: p47phox/p22phox peptide binding inhibitors, primary screen, biochemical, uHTS, NADPH oxidase regulatory subunit; fluorescence polarization, 2 h; inhibition, % at 24.7 µM; hit rate 0.53% among 220,000;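 active = inhibition above about 30%, limit read from the data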;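 also: 0% = p47phox with labelled peptide and 100% = labelled peptide alone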
NPY Y1 blocker: NPY-Y1 receptor antagonists, primary screen, cell-based. AID 1040, 2008. hit rate 1% among 200,000. Neuropeptide Y receptor type 1 (Homo sapiens), P25929. inhibition, % at 3.6 µM. HEK293-CNG Y1 cells, membrane potential fluorescence; NPY at EC95, then isoproterenol;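 active = inhibition above the campaign mean inhibition of all tested compounds plus 3 SD, cut at about 20% in these data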;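 also: 0% = DMSO wells given NPY plus isoproterenol and 100% = isoproterenol alone without NPY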
Target sequence (P25929 whole entry, looked up): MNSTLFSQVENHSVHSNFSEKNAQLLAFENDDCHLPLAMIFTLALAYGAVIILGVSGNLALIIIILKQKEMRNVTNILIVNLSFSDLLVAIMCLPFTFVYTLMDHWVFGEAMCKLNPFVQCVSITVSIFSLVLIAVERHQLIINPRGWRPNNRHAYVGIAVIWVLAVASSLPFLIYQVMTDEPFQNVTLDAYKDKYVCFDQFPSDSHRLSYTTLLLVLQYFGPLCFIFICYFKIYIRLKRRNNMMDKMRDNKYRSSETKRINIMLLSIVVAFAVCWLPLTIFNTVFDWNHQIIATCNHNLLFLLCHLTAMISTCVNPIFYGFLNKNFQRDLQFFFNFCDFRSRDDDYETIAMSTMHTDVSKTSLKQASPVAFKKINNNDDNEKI
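Material: HEK293 cells with Y1 receptor plus CNG channel; times: compound incubation 1 h at room temperature, readout 45 min post-stimulation; signal: fluorescence, membrane potential probe; read-out basis: fluorescence ratio normalized to % inhibition between controls; benchmarks: full-block control isoproterenol-only wells, zero-block control NPY plus isoproterenol wells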
NPY-Y1 PAM-ag: NPY-Y1 receptor potentiators or agonists, primary screen, cell-based; Neuropeptide Y receptor type 1 (Homo sapiens), P25929; NPY-Y1 expressing cells, potentiator/agonist activation; activation, % at 3.6 µM; hit rate 0.37% among 220,000; in the data active = activation above about 33%, passing the limit was not always enough;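 also: cells stimulated with NPY at EC10 then isoproterenol at EC100; 0% = low agonist plus stimulus and 100% = saturating agonist plus stimulus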
S1P4 ag: S1P4 receptor agonists, primary screen, cell-based. Sphingosine 1-phosphate receptor 4 (Homo sapiens), O95977. S1P4-expressing cell line, agonist reporter assay. activation, % at 4.98 µM. hit rate 0.35% among 220,000; in the data active = activation above about 11%;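 also: 0% = DMSO vehicle and 100% = reference agonist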
Target sequence (O95977 whole entry, looked up): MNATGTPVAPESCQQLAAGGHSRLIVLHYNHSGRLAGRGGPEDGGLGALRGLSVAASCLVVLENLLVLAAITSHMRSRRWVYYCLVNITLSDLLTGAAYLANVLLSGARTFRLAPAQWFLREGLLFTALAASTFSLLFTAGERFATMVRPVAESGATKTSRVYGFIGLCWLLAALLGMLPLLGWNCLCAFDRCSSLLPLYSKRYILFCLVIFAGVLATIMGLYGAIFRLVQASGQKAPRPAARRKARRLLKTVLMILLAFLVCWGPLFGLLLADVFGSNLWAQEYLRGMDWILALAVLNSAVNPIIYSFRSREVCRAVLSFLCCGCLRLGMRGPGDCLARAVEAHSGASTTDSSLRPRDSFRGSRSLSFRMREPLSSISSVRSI
NPY-Y2 PAM-ag: NPY-Y2 potentiators or agonists, primary screen, cell-based; Neuropeptide Y receptor type 2 (Homo sapiens), P49146; cells expressing NPY-Y2, potentiator/agonist read-out; AID 1359, 2008; hit rate 0.45% among 220,000; activation, % at 3.6 µM; in the data active = activation above about 27%;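 also: cells stimulated with NPY near EC25 plus isoproterenol at EC100; 0% = vehicle plus submaximal agonist and 100% = vehicle plus saturating agonist; some results beyond the cut were filed as inactive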
S1P4 antag: S1P4 receptor antagonists, primary screen, cell-based; hit rate 0.26% among 220,000; inhibition, % at 4.98 µM; Sphingosine 1-phosphate receptor 4 (Homo sapiens), O95977; AID 1510, 2009; S1P4-expressing cells, antagonist mode, reporter read-out; in the data active = inhibition above about 29%;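 also: 0% = wells stimulated with agonist and 100% = vehicle wells without agonist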
* marks the source's active call; other numbers are inactive results; . = no result given. This is a random part of the collection; about 7.1% have a hit in one of these screens.

SMILES | CHOP inh | Ba/F3 V617F tox | BaF3 parental | p47phox inh | NPY Y1 blocker | NPY-Y1 PAM-ag | S1P4 ag | NPY-Y2 PAM-ag | S1P4 antag
Cc1cccc(Nc2ccc(C(=O)N3CCOCC3)cn2)c1 | 13 | 2 | 0 | . | -1 | 8 | 1.2 | -1 | 11
Nc1nc(N2CCOCC2)n[nH]1 | 10 | 4 | 7 | 0 | 1 | 0 | -1.1 | -13 | 2
CCCC(=O)NC(=S)Nc1c(C)cc(Br)cc1C | . | -2 | 4 | . | 3 | 5 | -0.1 | -6 | -9
N#Cc1c(NCCCO)nc(-c2ccco2)c2c1CCCC2 | 12 | 1 | 5 | -9 | -7 | 18 | 3.6 | 11 | -5
CCCn1nnnc1SCC(=O)NNC(=O)C1CCCCC1 | 28 | 0 | 6 | -7 | -5 | -13 | -2.9 | -2 | -9
O/N=C1\CCCc2c1nc(-c1ccccc1F)n2O | 23 | -4 | 1 | -5 | . | -3 | -2.3 | 10 | 8
Cc1cc(CN(C)Cc2c(C(=O)N3CCCCCCC3)nc3ccc(Cl)cn23)n[nH]1 | 1 | 0 | 4 | -8 | 1 | -2 | -0.1 | 3 | -12
S=C(Nc1ccc2nsnc2c1)N1CCCC1 | -10 | 9 | 5 | -6 | -5 | -8 | 1.7 | -25 | 13
CCOC(=O)C1CCN(C(=O)c2ccc(Cl)c(NC3=NC4CS(=O)(=O)CC4S3)c2)CC1 (stereo not given) | 0 | 2 | 5 | -10 | 4 | -29 | 1.0 | -1 | -6
CCN(CC)S(=O)(=O)c1ccc(C(=O)OCn2c(SC)nnc(C)c2=O)cc1 | -14 | -4 | 1 | -5 | -6 | -10 | -1.2 | 0 | -10
Cc1cc(C)c2nc(-c3ccccn3)cc(C(=O)NCc3ccco3)c2c1 | 50 | -3 | 3 | -27 | -2 | 0 | -0.6 | -7 | -14
COc1cc(NC(=O)COC(=O)C2CC2)c(C)cc1[N+](=O)[O-] | -18 | -4 | 0 | -7 | 5 | 3 | 1.6 | 4 | -13
Cc1ccc(-c2nnn(CC(=O)N(CC(=O)NCC3CCCO3)c3ccccc3)n2)o1 (stereo not given) | 8 | -1 | 5 | -4 | 1 | -1 | -0.8 | 3 | 1
CC1=NN(c2ccc(S(=O)(=O)O)cc2Cl)C(=O)C1 | -2 | 1 | 6 | -10 | 4 | 6 | 0.9 | -5 | -1
CCOC(=O)/C(=C\Nc1ccccc1C(F)(F)F)Sc1ncc(C(F)(F)F)cc1Cl | 10 | 0 | 2 | -9 | 4 | -1 | -0.9 | -4 | -13
COc1ccc(N2CCN(C(=O)CNS(=O)(=O)c3ccc(C)cc3)CC2)cc1 | 36 | 0 | 2 | -7 | -6 | 0 | 0.0 | 15 | -1
CCOC(=O)c1c(NC(=S)Nc2ccc(OC)cc2)sc2c1CCCCC2 | -14 | 0 | 3 | -13 | 4 | 20 | 0.5 | 6 | -15
COc1ccc(-c2cc(-c3ccccc3)nc(SCC(=O)Nc3ncc(C)s3)c2C#N)cc1 | 36 | -2 | 0 | -25 | 7 | 11 | 1.4 | 1 | 1
COc1c(C)cc(C(=O)C2CCCN(C(=O)CCCn3cncn3)C2)cc1C (stereo not given) | 12 | -2 | -3 | -6 | . | 0 | 0.4 | -1 | -11
CCCC1(C(=O)OCC)NC(c2ccco2)C2C(=O)N(C)C(=O)C21 (stereo not given) | -7 | -6 | 0 | -4 | -2 | 9 | 0.2 | 7 | -8
CCCCn1c(CCNC(=O)c2cccs2)nc2ccccc21 | -24 | 0 | 5 | -6 | -4 | -7 | 1.3 | 16 | 5
Cc1cc(NS(=O)(=O)c2ccc(NC(=O)CCCC(=O)O)cc2)nc(C)n1 | 0 | -4 | 2 | 0 | 2 | 12 | -0.3 | 0 | -14
CN(Cc1cc(=O)n2ccsc2n1)c1ccccc1 | -7 | -3 | 1 | -15 | 5 | 13 | 1.7 | 5 | 3
CCn1c(=O)c([N+](=O)[O-])c(NCCN(C)C)c2ccccc21 | -27 | 5 | 0 | 3 | 6 | -9 | 0.1 | -8 | 6
O=C(CSc1nc(O)c(C2CCCCC2)c(=O)[nH]1)N1CCOCC1 | -1 | 1 | 9 | -2 | 0 | 8 | 2.6 | -5 | -16

6 records drawn at random from the list so far, as already listed:
SMILES | CHOP inh | Ba/F3 V617F tox | BaF3 parental | p47phox inh | NPY Y1 blocker | NPY-Y1 PAM-ag | S1P4 ag | NPY-Y2 PAM-ag | S1P4 antag
CCCC1(C(=O)OCC)NC(c2ccco2)C2C(=O)N(C)C(=O)C21 (stereo not given) | -7 | -6 | 0 | -4 | -2 | 9 | 0.2 | 7 | -8
COc1ccc(-c2cc(-c3ccccc3)nc(SCC(=O)Nc3ncc(C)s3)c2C#N)cc1 | 36 | -2 | 0 | -25 | 7 | 11 | 1.4 | 1 | 1
CCOC(=O)c1c(NC(=S)Nc2ccc(OC)cc2)sc2c1CCCCC2 | -14 | 0 | 3 | -13 | 4 | 20 | 0.5 | 6 | -15
Cc1cc(NS(=O)(=O)c2ccc(NC(=O)CCCC(=O)O)cc2)nc(C)n1 | 0 | -4 | 2 | 0 | 2 | 12 | -0.3 | 0 | -14
CCN(CC)S(=O)(=O)c1ccc(C(=O)OCn2c(SC)nnc(C)c2=O)cc1 | -14 | -4 | 1 | -5 | -6 | -10 | -1.2 | 0 | -10
O/N=C1\CCCc2c1nc(-c1ccccc1F)n2O | 23 | -4 | 1 | -5 | . | -3 | -2.3 | 10 | 8

Further compounds
SMILES | CHOP inh | Ba/F3 V617F tox | BaF3 parental | p47phox inh | NPY Y1 blocker | NPY-Y1 PAM-ag | S1P4 ag | NPY-Y2 PAM-ag | S1P4 antag
Cn1nc(C(=O)OCC(=O)c2ccc[nH]2)c2ccccc2c1=O | 11 | 5 | 0 | -27 | -3 | -14 | 0.0 | -1 | -8
Cc1cc(C)n(-c2ccc(C(=O)Nc3ccccc3N3CCOCC3)cc2)n1 | -15 | 2 | 1 | -7 | -4 | -9 | 0.4 | -11 | 5
CNC(=O)/C(C#N)=C/c1cccc(Oc2ccccc2)c1 | -43 | -1 | 2 | -16 | . | 2 | 0.0 | 20 | 8
O=C1CCC(C(=O)OCc2c(Cl)cccc2Cl)N1 (stereo not given) | 15 | -1 | 3 | -24 | 3 | 3 | -2.3 | 15 | -7
O=C(NCc1ccncc1)/C(=C/c1cccc([N+](=O)[O-])c1)NC(=O)c1ccccc1 | -4 | 2 | 3 | -3 | . | -25 | 1.4 | -3 | -5
Cc1cc(C)n(-c2cc(O)c(-n3nc(C)cc3C)cc2O)n1 | -4 | 4 | 2 | -15 | 3 | 2 | 0.0 | 2 | -10
Cc1nc2ccccc2c(=O)n1/N=C/C=C/c1ccccc1 | 5 | -4 | -2 | 11 | . | -36 | 1.6 | -15 | -18
CCCCOc1ccc(C(=O)Nc2ccncc2)cc1 | . | 0 | -1 | -5 | -6 | -22 | 1.3 | -8 | -14
Cc1cc(-c2ccccc2)c2c3c(c(-c4ccccc4)n2n1)c(=O)n(C)c(=O)n3C | 30 | -3 | 4 | -26 | 5 | -4 | -2.1 | -4 | 4
CC(=O)c1ccc(OC(=O)C2c3ccccc3Oc3ccccc32)cc1 | 29 | -1 | 0 | -16 | 5 | -30 | 0.2 | -6 | -10
COc1ccc(CSc2nc(C)cc(C)c2C#N)cc1 | 31 | -3 | 8 | 3 | 9 | -6 | 0.8 | -20 | -2
C/C(=N\NC(=O)c1ccccc1O)c1c(O)cc(C)oc1=O | -52 | -3 | 5 | -3 | -6 | -10 | 1.1 | -8 | -26
COCCOC(=O)c1c(C)oc2cc(Br)c(OCC(N)=O)cc12 | 21 | -1 | 4 | -5 | 4 | -3 | 1.2 | 5 | -42
Cn1c(=O)oc2cc(S(=O)(=O)N3CCCC(C(=O)NCC4COc5ccccc5O4)C3)ccc21 (stereo not given) | 52 | -4 | 2 | -14 | 4 | 15 | -0.4 | 14 | 3
O=C(Nc1cccc(Cl)c1)N(CCN1CCOCC1)Cc1ccccc1F | 29 | -3 | 1 | -8 | 7 | 0 | 1.6 | -4 | -9
COc1cc2c(cc1OC)C(=O)NCC(C)(C)O2 | -6 | -1 | 3 | -4 | 8 | -6 | 0.9 | -1 | -6
CCN(CC)S(=O)(=O)c1cccc(C(=O)N/N=C/c2ccccn2)c1 | 20 | -2 | 7 | -13 | 7 | -5 | 0.2 | 4 | -8
COc1cccc(-c2nnn(CC(=O)Nc3ccc(C)cc3C)n2)c1OC | 57 | -2 | 5 | 15 | 3 | 7 | 0.1 | 9 | 4
O=C(CN1CCN(c2ccccn2)CC1)N1c2ccccc2Sc2ccc(C(F)(F)F)cc21 | 58 | -3 | -1 | -14 | 9 | -8 | -0.4 | -17 | 11
Cc1c(C(=O)N(C)C)c2ccc(Cl)cc2n1O | 28 | 0 | 5 | -3 | 4 | 0 | -0.5 | 0 | -2
Cc1ccc(/C=N/c2sc3c(c2C(N)=O)CCCC3)o1 | -4 | -1 | 3 | -8 | 0 | -16 | 0.9 | 8 | -13
CCSc1nnc(NC(=O)CSc2nc3c(c(=O)n2-c2ccccc2OC)SCC3)s1 | 16 | -2 | 3 | -36 | 0 | -29 | 1.1 | -6 | -12
CCc1ccc(OCC(=O)N/N=C(\C)c2ccc(O)cc2O)cc1 | 54 | 2 | 3 | -8 | 11 | -8 | -0.6 | -9 | -12
COc1ccc(NC(=O)c2cc(C)n(Cc3cccs3)c2C)cc1 | -12 | -4 | -2 | -6 | . | 8 | -0.8 | 10 | -4
O=C(CNC(=S)N(Cc1ccccc1Cl)C1CCCC1)NCCCN1CCOCC1 | 9 | -1 | 2 | 4 | 3 | 5 | 0.5 | 11 | -16
CCCOc1ccc2[nH]cc(C(=O)O)c(=O)c2c1 | 33 | -5 | 1 | -9 | 2 | 17 | -2.9 | 5 | -1
COC(=O)C(c1cc(OC)c(O)c(OC)c1)(N1CCNC(C)C1)C(F)(F)F (stereo not given) | 2 | 2 | 9 | 4 | -2 | 2 | 0.2 | 14 | 3
Clc1ccc(-n2nnc(-c3nccs3)n2)cc1Cl | 4 | -3 | 1 | 4 | 3 | -7 | 0.4 | -15 | -4

3 entries from above, with each value named.
> Cc1ccc(/C=N/c2sc3c(c2C(N)=O)CCCC3)o1
  CHOP inh: -4	Ba/F3 V617F tox: -1	BaF3 parental: 3	p47phox inh: -8	NPY Y1 blocker: 0	NPY-Y1 PAM-ag: -16	S1P4 ag: 0.9	NPY-Y2 PAM-ag: 8	S1P4 antag: -13

> CCSc1nnc(NC(=O)CSc2nc3c(c(=O)n2-c2ccccc2OC)SCC3)s1
  CHOP inh: 16	Ba/F3 V617F tox: -2	BaF3 parental: 3	p47phox inh: -36	NPY Y1 blocker: 0	NPY-Y1 PAM-ag: -29	S1P4 ag: 1.1	NPY-Y2 PAM-ag: -6	S1P4 antag: -12

> CCc1ccc(OCC(=O)N/N=C(\C)c2ccc(O)cc2O)cc1
  CHOP inh: 54	Ba/F3 V617F tox: 2	BaF3 parental: 3	p47phox inh: -8	NPY Y1 blocker: 11	NPY-Y1 PAM-ag: -8	S1P4 ag: -0.6	NPY-Y2 PAM-ag: -9	S1P4 antag: -12

Source: PubChem BioAssay
